TIM10 inh: growth inhibitors of TIM10 yeast strain | S. cerevisiae TIM10 strain growth, BacTiter-Glo luminescence, 24 h | inhibition, % at 10 µM | 330,000 tested, 1.4% active;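 active = inhibition of 40% or more at the single tested concentration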;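 note: wild-type TIM10 isogenic control strain grown at permissive 25 °C; 0% = DMSO yeast wells and 100% = minimal medium wells without yeast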
NALP3 yeast inh: NALP3 inhibition in yeast | inhibition, % at 10 µM | 330,000 tested, 0.39% active | Yeast reconstituted NLRP3/ASC/caspase-1, beta-gal luminescence, 24 h | AID 2825;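 active = inhibition of 50% or more; inactive = inhibition below 50%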;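 note: plate controls were induced DMSO wells for no effect and uninduced yeast grown without galactose for full effect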
tim10-1 inh: growth inhibitors of tim10-1 mutant yeast; inhibition, % at 20 µM; S. cerevisiae tim10-1 ts strain growth, BacTiter-Glo, 24 h; 330,000 tested, 2.2% active;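 active = inhibition of at least 40%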;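 note: mutant grown at 25 °C; 0% = DMSO wells with yeast and 100% = wells holding no yeast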
UPR CHOP act: activators of apoptotic arm of unfolded protein response (CHOP); 330,000 tested, 0.34% active; activation, % at 10 µM; CHO-CHOP luciferase reporter, UPR activation, luminescence; percent of tunicamycin response over DMSO baseline;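 active = at 10 µM dose, activation of 40% or more, normalized to positive control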;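 note: 100% = tunicamycin at 10 µg/mL and 0% = DMSO alone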
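Assay system: CHO cells with stable CHOP pathway luciferase reporter; Buffer or medium: F12 plus 10% serum; Times: 16-18 h cell attachment, then 6 h compound exposure, 37 °C; Signal: luciferase luminescence; Read-out basis: percent activation relative to tunicamycin control; Control set: tunicamycin high control, DMSO low control.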
Mdm2 MdmX PPI: human Mdm2/MdmX binding inhibition; inhibition, % at 8 µM; SaOS-2 split-luciferase Mdm2/MdmX complementation, luminescence; O15151+Q00987; 330,000 tested, 3% active; AID 485346;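 active = inhibition of at least 50% at 8 µM in the primary screen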
XBP1 UPR activ: activators of adaptive arm of unfolded protein response (XBP1) | 330,000 tested, 0.33% active | CHO-XBP1 luciferase reporter, IRE1-XBP1 UPR activation, luminescence; percent of tunicamycin response, DMSO as zero | activation, % at 20 µM | AID 463104;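 active = versus positive control, 20 µM dose yields 30% or more activation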;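 note: 100% = tunicamycin at 10 µg/mL and 0% = DMSO only wells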
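Material: CHO cell line with stable XBP1 luciferase reporter; schedule: 16-18 h cell attachment at 37 °C, then 6 h compound exposure; signal: glow luminescence from Steady-Glo reagent; medium: serum-containing F12 medium, 10% FBS; benchmarks: tunicamycin 10 µg/mL and vehicle-only wells; read-out: percent activation relative to tunicamycin reference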
NR3A LBD binder: NR3A (human) ligand-binding domain modulation. NR3A LBD differential scanning fluorimetry, Tm shift; 0% = protein alone, 100% = glycine-bound protein. 340,000 tested, 2.5% active. AID 1259313. Tm shift relative to glycine control, % at 25 µM;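 active = melting temperature shift of at least 10% of the positive control shift, at one fixed dose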
tim23-1 inh: inhibits growth of tim23-1 mutant yeast; S. cerevisiae tim23-1 growth, BacTiter-Glo luminescence, 24 h; inhibition, % at 20 µM; 330,000 tested, 1.3% active; AID 463212;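 active = growth inhibition of the mutant yeast at or above 50%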;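 note: temperature-sensitive mutant grown at 25 °C; plate controls were DMSO-treated mutant yeast for no effect and medium wells lacking yeast for full effect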
APJ agonist: agonists of human APJ apelin receptor. CHO-K1 APJ PathHunter beta-arrestin, luminescence; 0% DMSO wells, 100% apelin. activation, % at 20 µM. 330,000 tested, 0.11% active. AID 2520;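 active = activation more than six SD over the plate average, tested at 20 µM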;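 note: 0% = DMSO alone and 100% = apelin-13 at 10 nM; some results filed as inactive read as strong as hits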
Target sequence (P35414 whole entry, looked up): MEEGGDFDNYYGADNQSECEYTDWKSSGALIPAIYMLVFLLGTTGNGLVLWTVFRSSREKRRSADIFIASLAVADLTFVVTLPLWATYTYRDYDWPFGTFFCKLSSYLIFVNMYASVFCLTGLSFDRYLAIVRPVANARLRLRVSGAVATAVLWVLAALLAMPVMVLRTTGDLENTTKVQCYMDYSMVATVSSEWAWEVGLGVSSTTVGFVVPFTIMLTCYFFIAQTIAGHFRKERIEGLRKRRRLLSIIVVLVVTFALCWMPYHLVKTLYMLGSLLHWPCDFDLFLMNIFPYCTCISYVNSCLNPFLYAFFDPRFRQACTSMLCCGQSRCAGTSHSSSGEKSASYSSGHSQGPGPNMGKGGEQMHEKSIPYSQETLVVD
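Material: engineered CHO-K1 APJ arrestin reporter cells; amount: 1000 CHO-K1 reporter cells seeded per well; incubation: compound stimulation 90 min at 25 °C, detection 60 min; signal: luminescent beta-gal fragment complementation, chemiluminescent substrate; read-out basis: APJ agonist activity; controls: DMSO-only wells as negative, 10 nM Apelin-13 as positive control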
Starred values were filed as active, the others as inactive.

structure	TIM10 inh	NALP3 yeast inh	tim10-1 inh	UPR CHOP act	Mdm2 MdmX PPI	XBP1 UPR activ	NR3A LBD binder	tim23-1 inh	APJ agonist
COc1ccccc1/C=C/C(=O)OC(C)CN1CCOCC1 (stereo unspecified)	18	0	19	0.3	7	-1	-3	11	-4
COc1ccc(C(=O)NC(=S)NNC(=O)c2cccnc2)cc1	20	16	-8	2.4	2	0	-2	6	-4
O=C1Nc2ccccc2C1=Nc1ccc(F)cc1	13	6	21	1.7	4	-2	0	12	-14
COC(=O)Cc1cc(=O)n2[nH]c(C)cc2n1	3	-1	6	-1.5	15	1	-2	-6	-2
COC(=O)N1C(=O)[C@@](c2ccccc2)(C2CCCC2)N1C(=O)OC	37	1	42*	2.9	74*	-4	0	31	-5
O=C(Cn1nc(-c2ccc(Cl)cc2)ccc1=O)NCCN1CCOCC1	-10	12	-8	-0.2	19	-2	-2	-5	-3
Cc1cc(C)n(C2CC(=O)N(c3cccc(Cl)c3)C2=O)n1 (stereo unspecified)	13	7	-2	2.1	20	-7	0	-3	-2
CCN(CC)CCNC(=O)c1cc(-c2cccnc2)nc2ccc(S(=O)(=O)N3CCC(C)CC3)cc12	0	7	-2	7.1	100*	8	0	5	52*
Nc1nnnn1/N=C/c1ccc(Br)cc1	-10	5	2	-2.6	19	-5	0	-3	-1
O=[N+]([O-])c1ccccc1CSc1ccccn1	9	-13	-37	1.5	9	4	2	5	2
CCN(CC)CCN1C(=O)C(=O)/C(=C(/O)c2ccc(C)cc2)C1c1cccnc1 (stereo unspecified)	-18	-1	8	3.5	5	0	1	4	0
CN(CC(=O)c1c(N)n(C)c(=O)n(C)c1=O)c1ccccc1	-9	7	6	-0.9	24	0	-2	21	0
CCO[C@H]1OC(C(=O)Nc2ccccc2)=C[C@@H](c2ccc(C(F)(F)F)cc2)[C@@H]1CCCO	0	5	37	-2.2	31	-5	1	42	4
CSCCC1COC(c2cccs2)=N1 (stereo unspecified)	-13	9	1	0.1	17	3	2	13	-7
CCOc1cc(C=O)ccc1OCC(=O)NC(C)(C)C	4	4	16	-0.3	8	-1	-3	16	2
CC[C@@]12C(=O)N(c3ccc(C)cc3)C(=O)N1[C@H](c1cccc(C)c1)[C@@H]1C(=O)N(Cc3ccccc3)C(=O)[C@@H]12	8	19	2	0.5	-11	3	1	18	4
CCOc1ccc(NC(=O)NNC(=O)C(C)Oc2ccccc2OC)cc1 (stereo unspecified)	3	16	1	-0.4	2	0	3	7	-3
CC(OC(=O)C1CC2CCCC(C1)C2=O)C(=O)Nc1cccc([N+](=O)[O-])c1 (stereo unspecified)	8	-3	11	0.3	-19	1	-1	11	-2
O=C(NC1CCCCC1)C1CCN(S(=O)(=O)c2cccs2)CC1	12	3	3	0.4	18	0	2	9	-3
C/C(=N\NC(=O)c1c[nH]c2ccccc12)c1ccc(C)o1	14	4	-16	0.8	-5	9	-4	24	-3
Fc1ccc(NC(=S)N2N=CCC2c2ccccc2)cc1 (stereo unspecified)	4	9	36	3.9	-35	5	1	25	-2
CCCN(CCC)C1=N/C(=C\c2ccco2)C(=O)N1c1ccccc1	15	9	35	-2.8	-23	3	7	48	0
O=C1NC2=C(C(=O)CCC2)C(c2cccc([N+](=O)[O-])c2)N1 (stereo unspecified)	-7	14	-4	3.2	9	-5	-1	11	-2
CCOC(=O)C1=C(C)NC(SCC(N)=O)=C(C#N)C1c1ccccc1 (stereo unspecified)	13	7	21	-2.9	-22	-3	-5	15	-6
CCN(CC(=O)NC1CCS(=O)(=O)C1)S(=O)(=O)c1cccc(C(C)=O)c1 (stereo unspecified)	4	6	-2	-0.1	10	1	0	3	-4
O=C(CCC(F)(F)F)N1CCC(CO)(CCc2ccccc2)CC1	3	3	13	2.4	-2	0	0	17	-2
CN1C(=S)SC(N(O)C(=O)Nc2ccccc2)C1(C)C (stereo unspecified)	8	-8	7	0.1	-6	0	-1	7	-2
O=C(CSc1nc(=O)n2ccccc2n1)N1CCCCCC1	4	10	-11	3.2	3	-2	0	-2	4
O=C1CN(C(=O)C2CCCC2)CCN1	-13	2	5	-1.6	-7	-1	2	3	-1
COc1ccc(S(=O)(=O)NNC(=O)c2csc(-n3nc(C)cc3C(F)(F)F)n2)cc1	11	11	36	0.2	1	-3	0	-11	-2
CCNC(=S)Nc1scc(-c2ccccc2)c1C(=O)OCC	39	35	41*	0.9	2	-1	-5	33	2
CCN(C(=O)CSc1nnnn1-c1cc(C)ccc1OC)C1CCS(=O)(=O)C1 (stereo unspecified)	-10	2	6	-2.8	12	-5	-1	2	-2
CCC(=O)NC(c1ccc(OC)cc1)c1c(O)ccc2ccccc12 (stereo unspecified)	16	-1	10	2.9	63*	-4	-2	22	-5
COc1cc(C(=O)NCc2ncccc2C)ccc1OC1CCN(C(C)=O)CC1	8	17	-13	2.5	0	-2	10	-15	6
COc1ccc(C2(c3ccc(OC)cc3)NC(=O)N(CC(=O)Nc3ccc(OC)c(OC)c3)C2=O)cc1	4	15	-2	1.3	17	-7	1	0	-4
Cc1ccc(SCC(=O)N(C)CC(=O)Nc2cccc(F)c2)c(C)c1	9	11	24	-0.8	9	3	-1	26	-4
O=C(Nc1ccccc1N1CCCCC1)c1ccc(N2C(=O)c3ccccc3C2=O)cc1	2	1	12	-0.2	5	0	3	8	-1
O=C(NCc1ccc2c(c1)OCO2)C1CCN(S(=O)(=O)c2cccc3nsnc23)CC1	-31	7	11	-1.1	-25	-2	-3	-19	0
CC1(C)OC(=O)C(=C2CCCN2)C(=O)O1	-20	-3	5	-2.0	20	2	0	1	-2
Cc1cc(C(=O)N2CCCC(Nc3ccc(F)cc3)C2)n(C)n1 (stereo unspecified)	0	16	19	1.2	6	-7	-2	12	0
CC(CN1CCOCC1)C(=O)O (stereo unspecified)	-2	4	-8	0.9	-13	0	0	1	-1
CCCn1c(SCC(=O)N2c3ccccc3CCc3ccccc32)nc2c1c(=O)n(C)c(=O)n2C	3	4	4	2.3	28	2	2	6	3
CC(=O)N1N=C(c2c(-c3ccccc3)c3cc(Br)ccc3[nH]c2=O)CC1c1ccco1 (stereo unspecified)	11	-1	-3	-2.8	42	1	-1	4	0
C=CCc1cc(C)ccc1OCCCC(C(=O)OCC)C(=O)OCC	-32	22	1	-1.8	5	-2	-1	-13	-2
c1cc(CNC2C3CC4CC(C3)CC2C4)ccn1 (stereo unspecified)	-8	-6	-42	-0.6	0	-2	-2	2	-3
CCCC(C)C(=O)Nc1ccc(Cl)cc1Cl (stereo unspecified)	-3	16	9	1.3	7	6	0	14	0
COc1ccccc1Nc1nc(N)nc(CN2CCN(c3ccccc3)CC2)n1	5	6	25	-1.7	14	-3	3	16	-1
COc1cc(OC)c(NS(=O)(=O)c2c(C(=O)N3CCCCC3)c(C)n(C)c2C)cc1Cl	-10	8	2	0.8	22	-3	4	10	-1
Cc1noc(NS(=O)(=O)c2ccc(N3C(=O)c4ccccc4C3=O)cc2)c1C	-5	12	1	0.2	2	1	3	14	-2
COc1ccc(NC(=O)CSc2nc3ccc(OC)cc3[nH]2)cc1	-18	5	-30	0.1	11	-2	-6	-15	-2

In a second layout: entries from further up.
CCN(CC(=O)NC1CCS(=O)(=O)C1)S(=O)(=O)c1cccc(C(C)=O)c1 (stereo unspecified)
  TIM10 inh: 4 | NALP3 yeast inh: 6 | tim10-1 inh: -2 | UPR CHOP act: -0.1 | Mdm2 MdmX PPI: 10 | XBP1 UPR activ: 1 | NR3A LBD binder: 0 | tim23-1 inh: 3 | APJ agonist: -4
O=C(CCC(F)(F)F)N1CCC(CO)(CCc2ccccc2)CC1
  TIM10 inh: 3 | NALP3 yeast inh: 3 | tim10-1 inh: 13 | UPR CHOP act: 2.4 | Mdm2 MdmX PPI: -2 | XBP1 UPR activ: 0 | NR3A LBD binder: 0 | tim23-1 inh: 17 | APJ agonist: -2

Just XBP1 UPR activ and Mdm2 MdmX PPI, for some of the entries so far:
smiles,XBP1 UPR activ,Mdm2 MdmX PPI
O=C(CCC(F)(F)F)N1CCC(CO)(CCc2ccccc2)CC1,0,-2
CCNC(=S)Nc1scc(-c2ccccc2)c1C(=O)OCC,-1,2

Going on with the list:
structure	TIM10 inh	NALP3 yeast inh	tim10-1 inh	UPR CHOP act	Mdm2 MdmX PPI	XBP1 UPR activ	NR3A LBD binder	tim23-1 inh	APJ agonist
O=C(NCCc1ccc(F)cc1)c1cccc2c1C(=O)c1ccc(N3CCC(Cc4ccccc4)CC3)cc1S2(=O)=O	4	2	11	2.2	9	-3	-4	13	-3
Cc1cccc(-n2c(C)cc(/C=C3/C(=N)N4C(c5ccccc5)=CSC4=NC3=O)c2C)c1	0	5	-1	1.4	3	7	0	5	-2
O=C(CCc1ccccc1)Nc1nn[nH]n1	-4	-3	1	-0.2	19	-1	-4	27	6
CCOC(=O)Cc1csc(/N=C/c2c(O)n(-c3ccc(C)c(C)c3)c(=O)c3ccccc23)n1	7	22	24	66*	73*	95*	-1	5	0
CCSCc1nc(N)nc(NCCc2ccccc2)n1	1	1	13	3.3	-12	-2	-1	20	-3
C=CCN=C(NC#N)SC	-11	15	13	0.3	24	-5	-8	9	0
CCOC(=O)N1CCC(NC(=O)CN2C(=O)C(CC)Oc3ccc(C)cc32)CC1 (stereo unspecified)	-16	15	-11	0.6	5	-5	0	1	1
Cc1ccc2oc(=O)c3cc(C(=O)NCCCN4CCN(C)CC4)sc3c2c1	-8	4	14	-0.9	30	-2	0	-2	0
COc1ccccc1NC(=O)Nc1ccccc1SC	6	23	13	-1.5	-14	-1	-1	24	-4
O=C(CCC1CCCN(C(=O)C2(c3ccccc3)CC2)C1)N1CCN(c2ccccn2)CC1 (stereo unspecified)	6	18	24	-1.0	20	-3	-2	12	-1
COC(=O)c1ccccc1NC(=O)c1cc([N+](=O)[O-])nn1Cc1ccccc1	-3	-11	21	-1.7	11	-2	-1	17	-4
COc1ccccc1OCc1nnc(SCC(=O)c2cc(Cl)ccc2OC)o1	12	21	40	-0.4	10	0	-12	27	-2
COc1ccc(CCC(C)Nc2ccc(F)cc2)cc1 (stereo unspecified)	14	22	10	-1.9	-4	-3	3	11	-3
O=C(N/N=C/c1cccnc1)c1cccc(NC(=O)c2ccc(Cl)cc2)c1	14	8	13	2.4	-14	2	16*	1	-2
CCCSCCCNC(=O)c1cc2c(s1)CS(=O)(=O)C2	10	8	10	-0.7	-28	-3	-3	15	1
CCOc1ccc(S(=O)(=O)N2CCCC(C(=O)NCc3ccncc3)C2)cc1 (stereo unspecified)	-13	6	3	-1.0	21	-4	0	-11	4
NS(=O)(=O)c1ccc(CNC(=O)c2cccc(S(=O)(=O)N3CCc4ccccc43)c2)cc1	-4	3	3	3.7	28	-3	0	1	1
COc1ccc(NC(=O)CSc2nc(O)cc(=O)n2-c2ccccc2OC)cc1	9	1	8	1.6	15	0	0	1	-1

Assay outcomes from PubChem.
